From PubChem
MCL1-BIM inh: inhibitors of human MCL1 binding to BIM-BH3 peptide | hit rate 0.68% among 320,000 | Q07820 | inhibition, % at 10.9 µM | GST-MCL1 / FITC-Bim-BH3 fluorescence polarization;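 active = inhibition above the mean inhibition of all tested compounds plus 3 SD, set per campaign, cut at about 40% in these data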;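 note: 0% = DMSO wells and 100% = unlabeled Bim-BH3 peptide control; higher means more loss of mP so more displacement of Bim peptide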
Target sequence (Q07820 whole entry, looked up): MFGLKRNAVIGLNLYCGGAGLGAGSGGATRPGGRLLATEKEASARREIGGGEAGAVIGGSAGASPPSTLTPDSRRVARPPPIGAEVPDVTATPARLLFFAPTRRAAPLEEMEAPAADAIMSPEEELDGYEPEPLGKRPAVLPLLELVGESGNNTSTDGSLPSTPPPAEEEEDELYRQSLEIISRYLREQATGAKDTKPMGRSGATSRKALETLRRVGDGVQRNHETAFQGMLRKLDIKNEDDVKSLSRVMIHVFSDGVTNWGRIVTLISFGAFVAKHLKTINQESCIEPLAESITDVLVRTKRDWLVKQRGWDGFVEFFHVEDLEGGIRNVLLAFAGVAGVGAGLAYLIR
AHR activator: activators of human aryl hydrocarbon receptor; AHR-responsive luciferase reporter cells, luminescence; activation, % at 5 µM; hit rate 2.5% among 320,000; P35869; in the data active = activation above about 47%;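 note: 0% = vehicle wells and 100% = reference agonist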
Fam108B counter: blocks mouse Fam108B hydrolase in RBBP9 counter-screen; recombinant Fam108B, FP-Rh probe fluorescence polarization; AID 1947; inhibition, % at 9.51 µM; hit rate 0.33% among 300,000;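 active = inhibition above the screen mean inhibition plus 3 SD, computed separately per campaign, cut at about 18% in these data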;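 note: inhibitors lower polarization as less probe binds the enzyme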
PME-1 primary: blocks human protein phosphatase methylesterase 1; Q9Y570; recombinant PME-1, FP-Rh probe fluorescence polarization; inhibition, % at 5.9 µM; hit rate 0.53% among 320,000; AID 2130;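 active = inhibition above the campaign mean of all compounds plus 3 SD, cut at about 26% in these data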;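 note: competitive labeling of PME-1 active site by serine hydrolase directed probe; 0% = PME-1 with DMSO and 100% = wells lacking PME-1 enzyme; inhibitors block probe labeling so polarization falls and inhibition rises; many of its hits are not listed in these tables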
Target sequence (Q9Y570 whole entry, looked up): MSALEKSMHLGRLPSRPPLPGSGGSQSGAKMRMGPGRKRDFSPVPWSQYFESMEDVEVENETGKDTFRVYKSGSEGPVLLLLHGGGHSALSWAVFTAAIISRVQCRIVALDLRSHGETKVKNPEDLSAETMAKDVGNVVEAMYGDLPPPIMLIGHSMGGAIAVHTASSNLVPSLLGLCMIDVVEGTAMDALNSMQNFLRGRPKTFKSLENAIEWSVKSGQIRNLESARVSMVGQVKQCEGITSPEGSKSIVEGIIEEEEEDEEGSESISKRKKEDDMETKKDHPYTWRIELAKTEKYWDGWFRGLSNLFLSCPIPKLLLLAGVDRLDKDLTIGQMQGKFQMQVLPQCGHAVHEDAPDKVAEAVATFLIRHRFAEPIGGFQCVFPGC
pPAFAH FP inh: inhibitors of human plasma PAF acetylhydrolase (pPAFAH) | Q13093 | recombinant pPAFAH, FP-rhodamine probe fluorescence polarization | inhibition, % at 3.39 µM | hit rate 1.5% among 330,000 | AID 463082;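 active = inhibition above the mean inhibition across the screen plus 3 SD, cut at about 25% in these data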;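 note: inhibitors block binding of the rhodamine activity-based probe so polarization drops; 0% = enzyme with DMSO and 100% = wells lacking pPAFAH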
MEX-5 binding: C. elegans MEX-5 TCR-2 RNA binding activity | MEX-5/FITC-TCR2 RNA binding, fluorescence polarization; active compounds read low | activity score (negative = inhibition of binding), % at 10 µM | hit rate 0.38% among 300,000;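 active = inhibition past about -25% in most replicates, and total fluorescence under double the plate's negative control median, limit read from the data; inconclusive = replicates evenly split on the limit, or fluorescence at least double controls; inactive = too little inhibition in most replicates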;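 note: 0% = DMSO and -100% = 5 µM competing unlabeled TCR2 RNA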
PAFAH1B2 FP inh: PAFAH1B2 (human) inhibition; P68402; recombinant PAFAH1B2, FP-rhodamine activity probe, fluorescence polarization; inhibition, % at 3.39 µM; hit rate 1.2% among 340,000; AID 492953;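 active = inhibition above the mean of all tested compounds plus 3 SD, cut at about 24% in these data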;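 note: 0% = enzyme with DMSO and 100% = wells lacking PAFAH1B2; many of its hits are not listed in these tables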
Target sequence (P68402 whole entry, looked up): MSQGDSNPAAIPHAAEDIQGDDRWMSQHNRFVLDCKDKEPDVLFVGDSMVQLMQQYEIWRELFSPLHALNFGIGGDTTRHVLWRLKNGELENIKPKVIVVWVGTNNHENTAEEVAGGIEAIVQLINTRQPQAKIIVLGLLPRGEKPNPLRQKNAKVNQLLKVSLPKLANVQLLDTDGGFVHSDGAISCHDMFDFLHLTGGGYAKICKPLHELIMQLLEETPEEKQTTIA
GLD-1 TGE inh: GLD-1-TGE RNA interaction inhibition (C. elegans). Q17339. purified GLD-1 + fluorescein TGE RNA, fluorescence polarization. inhibition, % at 5.96 µM. hit rate 0.44% among 320,000. AID 2280;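 active = percent inhibition above a per-plate cutoff, the plate mean of test compounds plus 3 SD, cut at about 30% in these data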;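 note: 0% = DMSO wells with GLD-1 and probe and 100% = wells lacking GLD-1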
Bcl-xL primary: blocks human Bcl-xL binding to Bim BH3 peptide; Q07817; GST-Bcl-xL / FITC-Bim BH3 peptide fluorescence polarization; inhibition, % at 10.9 µM; hit rate 0.7% among 320,000; AID 2129;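 active = inhibition above the mean of all tested compounds plus 3 SD, cutoff set per campaign, cut at about 30% in these data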;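 note: 0% = DMSO wells and 100% = unlabeled Bim-BH3 peptide competitor; inhibitors lower millipolarization by displacing the labeled peptide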
An asterisk follows results filed as active; ? = inconclusive; . = no result given; + = active, no number.

SMILES	MCL1-BIM inh	AHR activator	Fam108B counter	PME-1 primary	pPAFAH FP inh	MEX-5 binding	PAFAH1B2 FP inh	GLD-1 TGE inh	Bcl-xL primary
O=C1NC(=O)C(=Cc2ccc(-c3ccccc3[N+](=O)[O-])o2)C(=O)N1	16	3	0	-8	0	0.4	18	5	5
CC(=O)c1cc(C(C)=O)c(C)[n+](C)c1C	6	0	0	-7	8	-5.8	4	-2	13
O=C(CSC1c2ccccc2-c2ccccc21)N/N=C/c1ccc(C(=O)O)cc1	-6	3	0	6	4	-1.0	3	5	0
CC(=O)Nc1ccc(OC(=O)N(C)c2ccccc2)cc1	6	-2	1	0	7	0.2	1	-2	2
CCCCn1c(O)c(C(C)=NCCN2CCCCC2)c(=O)[nH]c1=O	10	1	2	-8	6	0.6	5	-1	9
CN1CCN(C(=O)COc2ccc(N(C)S(=O)(=O)c3ccc(F)cc3)cc2)CC1	6	-2	0	7	4	-2.4	3	2	5
O=C(c1ccc(N2CCCCCC2)c([N+](=O)[O-])c1)N1CCC2(CC1)OCCO2	-2	1	-2	4	33*	-1.3	4	12	3
Cc1ccc(Cn2c(C)c3cnn(CC(=O)N4CCC5(CC4)OCCO5)c(=O)c3c2C)cc1	3	-2	-2	1	6	-4.2	5	4	7
O=[N+]([O-])c1cccnc1N1CCCNCC1	-2	0	-4	1	-1	-0.2	0	1	4
C[C@H](NC(=O)N1C[C@H]2C[C@@H](C1)c1cccc(=O)n1C2)C(=O)Nc1ccc(F)c(F)c1	1	-1	-1	4	-4	0.1	2	11	2
CN1C(=O)N(C)C(=O)C2(Cc3cc([N+](=O)[O-])ccc3N3CCN(C(=O)c4ccccc4)CC32)C1=O (stereo not given)	4	0	0	-1	4	2.8	-2	4	7
O=C(COC(=O)Cc1ccccc1)NC(=O)NC1CCCCC1	4	0	-3	-1	-4	-0.3	2	6	5
O=C1CC(=O)N(Cc2ccccc2)C(=S)N1	7	-1	-4	-10	2	1.5	31*	-14	-6
Cc1ccc2c(c1)C1CN(C)CCC1N2C(=O)c1ccc(Br)o1 (stereo not given)	1	44	-9	0	3	-1.1	2	-9	2
Nc1nonc1C(=O)N/N=C/c1ccc([N+](=O)[O-])o1	22	11	3	3	4	-14	-1	2	8
O=C1C=CC(=O)C=C1	.	-2	.	.	-1	.	-2	-5	.
CC(NCc1ccc(Cl)cc1Cl)C(O)c1ccccc1 (stereo not given)	0	1	-2	12	3	0.7	1	3	2
O=c1[nH]c(=O)n(C2CCCCCC2)c(O)c1C=NCCCN1CCOCC1	3	-1	0	-4	6	-1.2	-3	0	8
CN(C)CC1CSCCC1(O)c1ccc(C(F)(F)F)cc1 (stereo not given)	-2	2	2	-6	1	-0.5	0	11	3
COc1cccc(CCNCc2ccc(SC)cc2)c1	-1	0	7	-2	-1	1.0	4	2	3

Brought forward from above: four compounds, followed by the next part.
SMILES	MCL1-BIM inh	AHR activator	Fam108B counter	PME-1 primary	pPAFAH FP inh	MEX-5 binding	PAFAH1B2 FP inh	GLD-1 TGE inh	Bcl-xL primary
CC(NCc1ccc(Cl)cc1Cl)C(O)c1ccccc1 (stereo not given)	0	1	-2	12	3	0.7	1	3	2
O=c1[nH]c(=O)n(C2CCCCCC2)c(O)c1C=NCCCN1CCOCC1	3	-1	0	-4	6	-1.2	-3	0	8
CN(C)CC1CSCCC1(O)c1ccc(C(F)(F)F)cc1 (stereo not given)	-2	2	2	-6	1	-0.5	0	11	3
COc1cccc(CCNCc2ccc(SC)cc2)c1	-1	0	7	-2	-1	1.0	4	2	3
Cc1cccc(N2C(=O)NC(=O)/C(=C/c3ccc(N4CCOCC4)cc3)C2=O)c1	7	0	2	-5	2	-0.8	-3	-3	4
CCN1C(=O)NC(=O)/C(=C\c2cn(CC(=O)N3CCCCC3)c3ccccc23)C1=O	-12	-1	3	-4	-1	?	8	-18	-7
Fc1ccc(C[n+]2c(-c3ccccc3)cc(-c3ccccc3)cc2-c2ccccc2)cc1	11	1	4	-2	-1	1.6	.	-2	6
Cc1cc(OCC(=O)OC(C)C)c2c3c(c(=O)oc2c1)CCCC3	0	-2	-1	0	5	2.3	0	2	4
COCCO[C@H]1CC[C@@]2(C)C(=CCC3C2CC[C@@]2(C)C3CC[C@]2(C)O)C1 (stereo not given in full)	.	-1	.	.	3	.	4	2	.
CCN1CCN(c2nc3c(c(=O)[nH]2)CCC3)CC1	-1	0	0	5	3	-1.4	1	-8	-2
CCOP(=S)(OCC)Oc1cc(C)oc(=O)c1Cl	13	-3	-2	4	4	0.7	6	4	7
COC(=O)C1=C(c2ccccc2OCc2ccccc2)C[C@@H]2CC[C@H]1N2C(=O)NCCOc1ccccc1	1	0	.	-7	2	.	-3	-5	0
O=C(c1ccccc1F)c1cn(CC(=O)N2CCCCC2)c2ccccc12	0	-1	-2	2	0	-0.5	2	2	-5
CCCC[N+]12CCC(CC1)C(=C(c1ccccc1)c1ccccc1)C2	-29	0	4	2	2	-0.1	3	-4	-11
CCN(CC)C(=O)c1ccc(NC(=O)COc2ccc([N+](=O)[O-])cc2Cl)cc1	-2	1	5	2	0	0.6	7	4	3
OC(CCNCCc1c[nH]c2ccccc12)C(F)(F)Cl (stereo not given)	8	2	0	4	3	-0.3	1	-1	4
CCCCn1c(O)c(C(CC)=NCc2cc(OC)cc(OC)c2)c(=O)[nH]c1=O	2	17	2	-7	-4	-2.6	1	10	5
C=C1C(=O)O[C@H]2C[C@@H](C)[C@@H]3C=CC(=O)[C@@]3(C)C[C@H]12	-1	-2	2	2	3	-1.0	.	9	4
CC(=NCCCO)c1c(O)[nH]c(=O)[nH]c1=O	3	0	-2	-5	5	3.8	.	0	7
C=C1C2[C@H](OC(C)=O)[C@@H]3CC(=O)[C@]4(C)OC[C@@]3(C)[C@@]4(O)[C@@H](OC(C)=O)[C@H](OC(C)=O)[C@@]2(COC(=O)c2ccccc2)[C@@H](OC(C)=O)C[C@@H]1O (stereo not given in full)	3	-1	3	8	1	1.5	0	3	5
Cc1cccc(N2C(=O)NC(=O)/C(=C\c3ccc4c(c3)CCCN4Cc3ccccc3)C2=O)c1	-183	10	4	-6	11	2.6	0	-2	-82
O=[N+]([O-])c1ccc(O)c([N+](=O)[O-])c1	3	0	-1	-3	2	-2.1	7	3	7
CCCNS(=O)(=O)c1ccc(OCC(=O)N2CCN(Cc3ccc4c(c3)OCO4)CC2)c(C)c1	4	3	2	9	2	2.0	0	3	1
C=CCOC(=O)C1=C(C)OC(N)=C(C(=O)OCC)C12C(=O)N(CC(N)=O)c1ccccc12 (stereo not given)	-1	12	10	-7	1	-0.5	3	11	9
O=C(Nc1c(F)cc(F)cc1F)c1cccn(Cc2ccccc2)c1=O	4	6	-1	1	2	2.1	11	3	2
CC(C)C[C@H]1C(=O)N2CCC[C@H]2[C@]2(O)O[C@](NC(=O)[C@@H]3C=C4c5cccc6[nH]cc(c56)C[C@H]4N(C)C3)(C(C)C)C(=O)N12	+	4	16	8	15	.	16	118*	149*
CCOc1ccc(N2C(=O)NC(=O)/C(=C\c3ccccc3[N+](=O)[O-])C2=O)cc1	0	12	3	0	7	1.8	4	-7	2
COC(=O)C1=C(c2cccc(C#N)c2)C[C@@H]2CC[C@H]1N2C(=O)NCC1CC1	-6	0	.	2	-2	.	0	-4	-7
COc1nc2ccccc2c(=O)n1-c1ccc(C)cc1	3	27	3	0	-1	1.6	-2	4	-3
COc1ccc2c(c1)c(C(=O)O)c(C)n2CC(C)C	-5	3	0	-4	0	-2.5	0	-2	2
CCC(=O)c1ccc(OC)c(OC)c1	1	0	3	0	-2	1.6	2	-1	-2
COc1cc2c(cc1OC)C(C(=O)N(C)C1CCCCC1)C1CCCCN1C2=O (stereo not given)	3	1	0	2	2	-5.3	6	0	8
O=C(O)CCn1cc(C=C2C(=O)NC(=S)NC2=O)c(-c2cccc(Cl)c2)n1	11	2	-2	-2	1	-13	7	1	9
Cc1ccc(O)c(C(=O)c2cc(C(=O)NCc3ccccc3)c(=O)n(Cc3ccccc3)c2)c1	-7	1	-9	-19	-1	2.5	-8	-3	0
O=C(c1cc(F)ccc1F)C1CCCN(Cc2cccc(Cl)c2)C1 (stereo not given)	-1	-1	-1	2	0	0.5	2	1	-3
C=CCC1(Nc2ccccc2)CC(C)N(C)CC1C (stereo not given)	6	-3	-2	-2	4	1.3	0	4	9
O=C1NCCN2CCCC12 (stereo not given)	-3	0	-2	-4	1	.	-1	7	1
O=C(NCC(c1cccnc1)N1CCN(c2ccccc2F)CC1)Oc1ccccc1 (stereo not given)	0	-1	-2	-3	3	-1.2	-3	-1	2
O=C(O)COc1ccccc1/C=C1\C(=O)NC(=O)N(CCC2=CCCCC2)C1=O	31	0	2	0	7	4.4	6	-8	3
COc1ccc(-c2nn(CCC#N)cc2C(=O)NCc2ccccc2)cc1	-5	2	-1	-4	1	-3.3	3	2	1
Nc1ncc(P(=S)(N2CCOCC2)N2CCOCC2)s1	3	2	1	1	4	0.2	4	10	10
C=CCn1c(O)c(/C=C2\C=Nc3ccccc32)c(=O)[nH]c1=O	-13	13	1	-2	2	2.9	.	-18	-7
COc1cccc(OCC(=O)N2CCN(C)CC2)c1	3	-1	1	3	5	-1.2	1	3	6
CNC(=O)Oc1cccc(-c2cn3cc(Cl)ccc3n2)c1	6	96*	2	0	-2	-0.3	5	-3	5
C=CCN1C(=O)NC(=O)/C(=C/c2ccc(OC)c(COc3ccc(NC(C)=O)cc3)c2)C1=O	-4	7	-5	3	8	2.0	4	1	-3
CCc1ccccc1NC(=O)N1C[C@H]2C[C@@H](C1)c1cccc(=O)n1C2	-1	-1	-2	-1	4	0.9	-5	5	1
Cc1ccc(Cn2cc(C=O)c(-c3ccc(C)cc3)n2)cc1	3	10	1	-2	-1	5.0	5	3	3
O=C1CN=C(c2ccccc2)c2c(sc3c2CCCC3)N1	-6	-1	-4	0	6	-4.1	0	9	-1
O=c1c2ccccc2nc(/C=C/c2ccccc2)n1-c1ccccc1O	1	17	2	-8	-1	-5.0	0	3	6
O=C(Cn1cc(C=C2C(=O)NC(=O)NC2=O)c2ccccc21)NCC1CCCO1 (stereo not given)	-8	-1	4	0	2	-36*	7	-3	-2
N#Cc1cc2c(nc1SCC(=O)Nc1ccc(Cl)cc1)C1CCN2CC1	2	7	3	7	8	2.7	-2	4	1
O=c1[nH]c(=O)n(CCC2=CCCCC2)c(O)c1/C=N/N1CCOCC1	1	4	0	0	-15	-3.0	2	-5	-6

Shown field by field: part of the list above
molecule: CCOc1ccc(N2C(=O)NC(=O)/C(=C\c3ccccc3[N+](=O)[O-])C2=O)cc1
  MCL1-BIM inh: 0
  AHR activator: 12
  Fam108B counter: 3
  PME-1 primary: 0
  pPAFAH FP inh: 7
  MEX-5 binding: 1.8
  PAFAH1B2 FP inh: 4
  GLD-1 TGE inh: -7
  Bcl-xL primary: 2
molecule: O=C1C=CC(=O)C=C1
  MCL1-BIM inh: .
  AHR activator: -2
  Fam108B counter: .
  PME-1 primary: .
  pPAFAH FP inh: -1
  MEX-5 binding: .
  PAFAH1B2 FP inh: -2
  GLD-1 TGE inh: -5
  Bcl-xL primary: .
molecule: COC(=O)C1=C(c2cccc(C#N)c2)C[C@@H]2CC[C@H]1N2C(=O)NCC1CC1
  MCL1-BIM inh: -6
  AHR activator: 0
  Fam108B counter: .
  PME-1 primary: 2
  pPAFAH FP inh: -2
  MEX-5 binding: .
  PAFAH1B2 FP inh: 0
  GLD-1 TGE inh: -4
  Bcl-xL primary: -7

This is a subset. The share of hits here may be higher or lower than overall.
